STAT3 activator: STAT3 signaling activation; U3A cells, IL-6 STAT3-luciferase reporter, luminescence; 100% = signal with IL-6 EC80 alone; activation (% of control), % at 5.6 µM; 190,000 compounds, 0.91% hits; AID 871;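 active = activation above the screen-wide mean of compound activation plus 3 SD, cut at about 130% in these data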;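 also: 0% = background luminescence of wells with medium and substrate only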
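Material: STAT1-lacking human U3A cells, STAT3 luciferase reporter | Benchmarks: IL-6-only wells as 100% reference | Probe or stimulus: IL-6 (33 ng/mL) | Timing: Compound 1 h, then IL-6 6 h at 37 °C | Detection: Luminescence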
PPARg SRC-1 ag: promotes SRC-1 coactivator recruitment by human PPARgamma; 200,000 compounds, 0.41% hits; P37231; PPARgamma-SRC-1 coactivator recruitment biochemical assay; activation, % at 8 µM; in the data active = activation above about 19%;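 also: 0% = DMSO and 100% = reference agonist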
Target sequence (P37231 whole entry, looked up): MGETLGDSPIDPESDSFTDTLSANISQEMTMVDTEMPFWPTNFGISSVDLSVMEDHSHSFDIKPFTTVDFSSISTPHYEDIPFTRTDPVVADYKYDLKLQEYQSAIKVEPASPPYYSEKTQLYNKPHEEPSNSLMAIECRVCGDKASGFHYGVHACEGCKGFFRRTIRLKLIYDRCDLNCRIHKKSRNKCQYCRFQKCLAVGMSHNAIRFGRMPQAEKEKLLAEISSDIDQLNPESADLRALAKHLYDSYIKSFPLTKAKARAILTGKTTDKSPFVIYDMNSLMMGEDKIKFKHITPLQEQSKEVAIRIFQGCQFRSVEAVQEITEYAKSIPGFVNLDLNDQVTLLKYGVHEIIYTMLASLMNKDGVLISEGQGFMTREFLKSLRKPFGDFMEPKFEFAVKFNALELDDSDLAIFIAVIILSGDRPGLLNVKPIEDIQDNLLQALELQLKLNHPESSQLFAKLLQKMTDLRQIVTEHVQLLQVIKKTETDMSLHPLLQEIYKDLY
TLR4 MyD88 comp: inhibitors of human TLR4-MyD88 binding | AID 861 | O00206+Q99836 | HeLa CL3-4 TLR4/MyD88 BLA complementation, FRET ratio | inhibition, % at 8.4 µM | 200,000 compounds, 0.18% hits; in the data active = inhibition above about 25%;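 also: 0% = vehicle and 100% = reference inhibitor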
PPARg SRC-2 ag: PPARgamma-driven SRC-2 recruitment agonism; AID 1032; activation, % at 8 µM; 200,000 compounds, 0.34% hits; PPARgamma LBD-SRC-2 recruitment, biochemical; P37231; in the data active = activation above about 22%;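 also: 0% = vehicle and 100% = reference agonist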
SRC2 TRFRET art: counter-screen for PPARgamma SRC-2 recruitment agonists: TR-FRET artefact | 200,000 compounds, 0.4% hits | AID 1049 | TR-FRET ratio at 8 µM | stronger effect = higher value; in the data active = TR-FRET ratio above about 2000; also: inactives centre near 1500
S1P3 antagonist: blocks the human S1P3 receptor. Q99500. AID 485. inhibition, % at 4.98 µM. CHO S1P3 NFAT-BLA reporter, FRET fluorescence, antagonist mode. 170,000 compounds, 0.27% hits;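 active = inhibition above the plate cutoff, the mean inhibition of test wells on that plate plus 3 SD, cut at about 28% in these data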;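 also: cells challenged with S1P at its EC80 of 0.8 µM; blue over green emission ratio from cleaved BLA substrate after 4 h stimulation; 0% = S1P-stimulated wells and 100% = unstimulated DMSO-only wells; some compounds past the cut are filed as inactive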
PPARg SRC-3 ag: agonists of human PPARgamma SRC-3 coactivator recruitment | P37231 | biochemical PPARgamma/SRC-3 coactivator recruitment assay | activation, % at 8 µM | 200,000 compounds, 0.26% hits; in the data active = activation above about 23%;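 also: 0% = DMSO and 100% = reference agonist; some compounds past the cut are filed as inactive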
ROMK primary: modulates human ROMK potassium channel activity. P48048. Tet-inducible ROMK, thallium flux fluorescence; actives lie on both sides. B-score at 10 µM. 130,000 compounds, 2% hits. AID 1918;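 active = signal ratio slope over the read window, or its plate-corrected B-score, at least 3 SD from the plate mean, either direction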;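 also: B-score of the F/F0 ratio slope over 7 to 12 s after thallium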
Target sequence (P48048 whole entry, looked up): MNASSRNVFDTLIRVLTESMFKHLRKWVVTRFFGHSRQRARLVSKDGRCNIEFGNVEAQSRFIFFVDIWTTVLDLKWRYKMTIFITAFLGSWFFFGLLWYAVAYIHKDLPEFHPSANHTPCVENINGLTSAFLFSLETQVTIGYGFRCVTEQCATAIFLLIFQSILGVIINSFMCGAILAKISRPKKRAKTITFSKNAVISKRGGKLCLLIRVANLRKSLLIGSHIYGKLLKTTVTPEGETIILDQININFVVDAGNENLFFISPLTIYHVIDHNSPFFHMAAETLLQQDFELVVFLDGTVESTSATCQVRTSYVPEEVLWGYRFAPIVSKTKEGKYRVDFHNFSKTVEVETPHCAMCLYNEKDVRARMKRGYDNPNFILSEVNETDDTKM
STAT1 blocker: reduces IFN-gamma driven STAT1 reporter signal. NIH 3T3 STAT1-luciferase reporter, luminescence. 200,000 compounds, 0.35% hits. inhibition, % at 5.5 µM;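 active = inhibition above a set limit, the mean inhibition across all tested compounds plus 3 SD, cut at about 34% in these data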;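 also: 0% = IFN-gamma with DMSO and 100% = IFN-gamma with 300 µM nifuroxazide; values of inactives mirror those of a sister screen read the other way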
STAT3 blocker: STAT3 signaling inhibition; U3A cells, IL-6 STAT3-luciferase reporter, luminescence; host cell line lacks STAT1; inhibition, % at 5.5 µM; 190,000 compounds, 0.89% hits;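 active = inhibition above the mean inhibition across all screened compounds plus 3 SD, cut at about 44% in these data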;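 also: 0% = DMSO only wells and 100% = 100 µM nifuroxazide control wells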
RAM network inh: inhibitors of the yeast RAM network; S. cerevisiae dse1pr::URA3 reporter, 5-FOA growth OD615, 2 d; analog-sensitive cbk1-as2 kinase mutant strain; 190,000 compounds, 1.8% hits; inhibition, % at 50 µM; AID 868;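 active = inhibition above a set limit, 3 SD over mean compound inhibition, cut at about 8.4% in these data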;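 also: 0% = DMSO-only wells with no growth and 100% = 10 µM 1-NA-PP1 full growth; inhibition rescues growth on 5-FOA so higher OD means more RAM inhibition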
An asterisk follows results filed as active; . = not tested or not shown.

SMILES	STAT3 activator	PPARg SRC-1 ag	TLR4 MyD88 comp	PPARg SRC-2 ag	SRC2 TRFRET art	S1P3 antagonist	PPARg SRC-3 ag	ROMK primary	STAT1 blocker	STAT3 blocker	RAM network inh
Cc1ccc(C(=O)Nc2nc(=O)n(C(=O)c3ccccc3Cl)s2)cc1	122	8	-3	5	1604	.	3	-2.3	-44	-19	3.8
CC(C)CC(=O)N(c1ccc(F)cc1)C1C=CS(=O)(=O)C1 (stereo unspecified)	98	-3	-2	-3	1668	-22	3	.	-6	4	-0.5
Cc1ccc(CSCC(=O)N2CCN(Cc3ccc4c(c3)OCO4)CC2)cc1	101	-2	-7	8	1671	.	0	-1.8	0	0	1.4
CN1CCN(c2nc(-c3ccccc3)ncc2S(=O)(=O)c2ccccc2)CC1	104	5	1	12	1684	-14	6	-0.31	-1	1	0.6
CCC(=O)Nc1ccccc1Sc1ncnc2scc(-c3ccccc3)c12	103	3	0	5	1545	-1	3	.	-5	-3	3.1
CC(=O)NC1=NN(C(C)=O)C(c2cccs2)S1 (stereo unspecified)	103	-6	-13	-1	1360	.	3	0.86	-1	-1	2.5
CC(C)(C)c1nc2c(Br)cc(Br)cc2c(=O)o1	103	4	-12	-1	1567	-6	6	0.46	-4	-5	1.5
CCOc1ccc(N=Nc2c(=O)[nH]n3c(=O)cc(C)[nH]c23)cc1	87	2	4	7	1596	.	0	.	-15	23	4.4
CCC(C)NC(=O)c1nc2c(nnn2Cc2ccccc2Cl)c(=O)[nH]1 (stereo unspecified)	106	4	-8	3	1654	18	0	-0.027	-6	-5	-0.7
CCCNC(=O)c1c[nH]c2ccc(S(=O)(=O)N(C)c3ccc(OCC)cc3)cc2c1=O	94	6	-5	13	1409	-4	-5	-0.18	2	9	4.4
CSc1ccccc1-c1n[nH]c(=S)o1	108	70*	2	96*	3652*	-10	44*	-0.059	-5	-9	2.4
CCCN(CCC)CCCNC(=O)CC1Nc2ccccc2NC1=O (stereo unspecified)	101	6	13	4	1558	-1	12	0.94	-8	1	-0.5
CCOC(=O)C1CCC(CN(Cc2ccccc2C)S(=O)(=O)c2ccc([N+](=O)[O-])cc2)CC1 (stereo unspecified)	107	9	-8	10	1777	-7	-2	0.33	-8	-4	8.3
CCOC(=O)c1sc2nc(C)nc(Nc3ccc(OC)c(OC)c3)c2c1C	94	-2	3	0	1534	-9	0	-0.055	-12	9	2.1
CC(C)CC(=O)Nc1nnn(C)n1	112	2	-8	4	1453	10	1	.	-6	-9	2.1
COc1ccccc1N/C(N)=N/c1nc(CSc2ccc(C)cc2)cc(=O)[nH]1	80	4	7	7	1635	26	8	.	18	30	1.8
O=C(Nc1nc2ccccc2s1)c1cc(-c2ccco2)nc2ccccc12	103	2	16	13	1661	-2	4	.	11	-2	0.6
CCC(CC)C(=O)N1c2ccc(F)cc2CCC1C (stereo unspecified)	100	-8	0	5	1704	30	6	0.43	-5	6	-1.2
O=C(Nc1ccccc1C(=O)N1CCCC1)C1COc2ccccc2O1 (stereo unspecified)	101	0	11	0	1562	4	3	0.023	12	6	0.9
COc1ccc(OCCCC(=O)NC(C)c2ccccc2)cc1 (stereo unspecified)	99	3	-19	10	1631	.	6	.	8	3	1.4
COc1ccc(C2=NOC(C(=O)N3CCN(c4ccccc4OC)CC3)C2)cc1 (stereo unspecified)	96	6	-4	6	1760	-11	-1	.	-8	10	1.8
COc1ccc(-c2cnnc(N/N=C/c3c(C)nn(-c4ccccc4)c3Cl)n2)cc1	95	6	-8	4	1521	6	3	0.78	-1	8	7.9
Cc1ccc(S(=O)(=O)N2CCC(C(=O)OCC(=O)N3CC(=O)Nc4ccccc43)CC2)cc1	103	3	-18	-5	1282	-10	-5	-0.001	-6	5	2.6
Cc1nc2nc(C)c(CCC(=O)N3CCN(c4ccccn4)CC3)c(C)n2n1	93	-6	-11	-2	1445	-24	3	.	0	18	0.1
O=C(NNC(=S)Nc1ccc(F)c(Cl)c1)C1CC1	96	10	0	8	1578	-27	4	-0.56	-2	10	1.5
(more compounds)
SMILES	STAT3 activator	PPARg SRC-1 ag	TLR4 MyD88 comp	PPARg SRC-2 ag	SRC2 TRFRET art	S1P3 antagonist	PPARg SRC-3 ag	ROMK primary	STAT1 blocker	STAT3 blocker	RAM network inh
CC(C)(C)c1nnc2sc(SCC(=O)c3cccs3)nn2c1=O	100	11	5	9	1670	.	2	-0.41	7	6	3.4
COc1cc(OC)cc(C(=O)Nn2cc(C(=O)N3CCN(C)CC3)c3ccccc3c2=O)c1	99	2	-10	1	1424	.	-7	0.2	6	4	0.5
Cc1c(Cl)cccc1N(CC(=O)O)S(C)(=O)=O	93	3	-25	8	1516	-5	-1	.	8	11	0.8
O=C1CCCN1c1nccs1	99	2	1	11	1808	2	9	-0.2	7	6	0.7
Cc1cc(C(=O)NCc2cccs2)n(-c2ccccc2)n1	101	4	1	-8	1727	-6	2	.	1	7	-0.7
CCCc1cc(C(=O)NNC(=S)NCc2ccccc2)cs1	105	-4	5	-5	1659	.	-1	-1.1	-6	0	2.6
O=C(CN(c1ccc(Br)cc1)S(=O)(=O)c1ccc(Cl)c([N+](=O)[O-])c1)NCCc1ccccc1	107	4	12	0	1510	0	-1	0.39	-4	-2	3.5
O=[N+]([O-])c1ccc(SCc2ccco2)cc1N1CCOCC1	102	1	4	8	1498	5	-1	-0.76	-15	1	-0.5
CCCOC1CCCN(C(=O)CCc2nnc(CCCCc3ccccc3)o2)C1 (stereo unspecified)	97	-6	1	-1	1605	-84	0	-1.6	-21	8	-0.2
Cc1ccc(S(=O)(=O)C2C(=O)N(C)C3(C)CC2c2ccccc2O3)cc1 (stereo unspecified)	99	2	-19	1	1657	-19	5	.	-1	4	6.6
Cc1cccc(C)c1C(OCCN(C)C)C1CCCCC1 (stereo unspecified)	100	0	1	-1	1507	-3	3	-1.3	11	-2	2.8
CCCC(=O)Nc1ccc2c(c1)C(=O)NC2=O	95	7	3	9	1781	.	4	.	2	12	-0.1
Cc1ccc(S(=O)(=O)N2CCCCC2)cc1NC(=O)CCOc1ccccc1	97	1	-1	-3	1482	7	0	.	9	6	4.7
CC1CCCN(CCOc2ccc3ccccc3c2Br)C1 (stereo unspecified)	105	8	-4	-2	1486	-12	4	1.3	-30	4	-0.6
Cc1ccccc1N=C1SC(CC(=O)Nc2ccc3ccccc3c2)C(=O)N1Cc1ccccn1 (stereo unspecified)	102	-1	-15	-7	1575	-4	5	0.082	1	-4	5.3
Cc1ccc(C(=O)c2cc([N+](=O)[O-])ccc2N2CCCCC2)cc1C	116	-4	-4	-7	1412	10	-3	0.87	-7	-14	10.0*
O=C(CSc1nnnn1C1CCCC1)NCc1cccs1	112	0	-2	4	1512	-4	5	0.81	-7	-6	0.8
O=C(/C=C/c1c[nH]c2ccccc12)c1cccc2ccccc12	120	10	33*	13	1595	-1	3	.	1	-19	0.5
CCC(C)(C)NC(=O)CN(Cc1cccs1)C(=O)C(=O)Nc1ccc2c(c1)OCCO2	96	4	10	-2	1587	.	16	.	4	10	0.4
C=CCNCCOc1c(C)cc(C)cc1Cl	92	0	-7	-5	1323	10	0	-0.24	-3	14	1.1
Cc1ccc(N2C(=O)CC(C3CCCO3)C2=O)cc1 (stereo unspecified)	98	3	12	-1	1704	.	0	-0.012	1	5	0.0
CCN(C(=O)CN1CCN(Cc2ccccc2)CC1)c1c(N)n(Cc2ccccc2)c(=O)[nH]c1=O	107	0	-7	2	1600	-28	3	0.017	2	-4	1.6
c1ccc(-c2nnsc2-c2nc3ccccc3[nH]2)cc1	109	21*	-6	17	1693	6	13	0	-4	-8	2.6
COc1ccc(NC2C=CS(=O)(=O)C2)cc1 (stereo unspecified)	96	-1	-8	6	1556	.	12	0.75	2	4	-0.2
Cc1cc(NC(=O)CCC(=O)N(CCc2ccccc2)C(C(=O)NC2CCCC2)c2ccco2)no1 (stereo unspecified)	99	1	-11	-4	1354	-25	3	.	2	4	2.8

Only SRC2 TRFRET art, for some of the entries so far:
| molecule | SRC2 TRFRET art |
| --- | --- |
| CC1CCCN(CCOc2ccc3ccccc3c2Br)C1 (stereo unspecified) | 1486 |
| Cc1ccccc1N=C1SC(CC(=O)Nc2ccc3ccccc3c2)C(=O)N1Cc1ccccn1 (stereo unspecified) | 1575 |

The list goes on.
SMILES	STAT3 activator	PPARg SRC-1 ag	TLR4 MyD88 comp	PPARg SRC-2 ag	SRC2 TRFRET art	S1P3 antagonist	PPARg SRC-3 ag	ROMK primary	STAT1 blocker	STAT3 blocker	RAM network inh
Cc1ccccc1NC(=O)C1c2ccccc2Oc2ccccc21	104	-4	-3	4	1620	-33	1	.	0	-3	2.9
CCCC(=O)Nc1nnc(SCC(=O)Nc2ccc3c(c2)OCCO3)s1	104	2	6	-2	1498	-10	-1	0.68	3	6	2.5
Cc1ccc(OCC(=O)N2CCN(S(=O)(=O)c3ccccc3[N+](=O)[O-])CC2)cc1	91	-7	13	13	1524	1	2	0.3	0	16	1.1
Oc1[nH]c2ccccc2c1/C=N/N1CCCCC1	145*	-2	6	-2	1268	.	0	.	-8	-50	1.6
CCn1c(=O)c(-c2nc3ccccc3[nH]2)c(O)c2ccccc21	89	5	-9	-2	1817	-15	5	0.92	-23	15	8.2
COc1cc(S(=O)(=O)n2cnc(C)c2)ccc1Cl	97	6	-11	11	1536	-16	7	0.95	1	5	1.7

In the list so far, eight contain a Cl atom.
SMILES	STAT3 activator	PPARg SRC-1 ag	TLR4 MyD88 comp	PPARg SRC-2 ag	SRC2 TRFRET art	S1P3 antagonist	PPARg SRC-3 ag	ROMK primary	STAT1 blocker	STAT3 blocker	RAM network inh
Cc1ccc(C(=O)Nc2nc(=O)n(C(=O)c3ccccc3Cl)s2)cc1	122	8	-3	5	1604	.	3	-2.3	-44	-19	3.8
CCC(C)NC(=O)c1nc2c(nnn2Cc2ccccc2Cl)c(=O)[nH]1 (stereo unspecified)	106	4	-8	3	1654	18	0	-0.027	-6	-5	-0.7
COc1ccc(-c2cnnc(N/N=C/c3c(C)nn(-c4ccccc4)c3Cl)n2)cc1	95	6	-8	4	1521	6	3	0.78	-1	8	7.9
O=C(NNC(=S)Nc1ccc(F)c(Cl)c1)C1CC1	96	10	0	8	1578	-27	4	-0.56	-2	10	1.5
Cc1c(Cl)cccc1N(CC(=O)O)S(C)(=O)=O	93	3	-25	8	1516	-5	-1	.	8	11	0.8
O=C(CN(c1ccc(Br)cc1)S(=O)(=O)c1ccc(Cl)c([N+](=O)[O-])c1)NCCc1ccccc1	107	4	12	0	1510	0	-1	0.39	-4	-2	3.5
C=CCNCCOc1c(C)cc(C)cc1Cl	92	0	-7	-5	1323	10	0	-0.24	-3	14	1.1
COc1cc(S(=O)(=O)n2cnc(C)c2)ccc1Cl	97	6	-11	11	1536	-16	7	0.95	1	5	1.7
